Bioassay records as filed in PubChem BioAssay.
EPAC2 agonist: agonists of human EPAC2 (RAPGEF4) | 360,000 tested, 0.079% active | EPAC2 activation, biochemical qHTS; response scale: 100% = 6.5 mM cAMP response | Potency, µM (titrated, usually from 154 µM), for the others: top-dose activation, most hits filed as activators | AID 720711; also: potency is read from the fitted curve at half-maximal effect; nearly all actives have a fitted effect of over 50% in size
Target sequence (Q8WZA2 whole entry, looked up): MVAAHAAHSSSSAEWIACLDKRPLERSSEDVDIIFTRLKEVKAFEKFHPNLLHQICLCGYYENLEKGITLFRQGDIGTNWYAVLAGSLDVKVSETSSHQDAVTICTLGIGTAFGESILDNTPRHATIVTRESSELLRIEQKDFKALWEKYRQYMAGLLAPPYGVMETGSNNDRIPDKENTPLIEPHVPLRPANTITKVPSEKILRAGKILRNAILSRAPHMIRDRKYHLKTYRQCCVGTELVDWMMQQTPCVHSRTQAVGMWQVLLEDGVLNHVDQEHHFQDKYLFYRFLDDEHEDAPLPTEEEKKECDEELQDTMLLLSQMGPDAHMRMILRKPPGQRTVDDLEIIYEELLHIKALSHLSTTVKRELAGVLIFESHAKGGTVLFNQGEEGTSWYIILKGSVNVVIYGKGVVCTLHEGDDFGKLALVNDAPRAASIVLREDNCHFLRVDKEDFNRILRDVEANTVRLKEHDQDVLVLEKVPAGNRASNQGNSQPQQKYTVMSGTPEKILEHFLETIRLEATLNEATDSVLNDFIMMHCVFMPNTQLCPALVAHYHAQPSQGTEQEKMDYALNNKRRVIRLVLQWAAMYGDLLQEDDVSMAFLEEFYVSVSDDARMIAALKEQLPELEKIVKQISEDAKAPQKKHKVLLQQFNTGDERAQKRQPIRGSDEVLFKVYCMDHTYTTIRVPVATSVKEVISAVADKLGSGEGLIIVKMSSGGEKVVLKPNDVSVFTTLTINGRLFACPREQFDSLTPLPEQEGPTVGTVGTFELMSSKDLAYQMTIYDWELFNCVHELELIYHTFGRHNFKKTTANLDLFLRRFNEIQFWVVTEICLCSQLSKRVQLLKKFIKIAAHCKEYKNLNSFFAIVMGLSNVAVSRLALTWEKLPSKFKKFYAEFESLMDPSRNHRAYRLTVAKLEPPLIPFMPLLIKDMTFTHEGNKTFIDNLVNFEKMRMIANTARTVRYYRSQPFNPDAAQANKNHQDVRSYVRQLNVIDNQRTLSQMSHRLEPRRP
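Readout is BODIPY fluorescence (480 nm excitation, 540 nm emission), which falls as labeled GDP is exchanged off Rap1B. EPAC2 at 100 nM acted on 250 nM RAP1B-BODIPY-GDP with 50 uM GDP present.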
IL2 activator: IL-2 activation; activation, % (series mostly up to about 46 µM); AID 652025; IL-2 activation reporter assay, cell-based qHTS; stimulated with anti-CD3/CD4/CD28 beads; in transgenic mouse T cells; 360,000 tested, 0.065% active; in the data active = activation above about 50%; inconclusive = mostly about 30% to 49%; also: 0% is about no effect
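EGFP and DsRed fluorescence is measured by plate cytometry in unstimulated transgenic mouse T cells exposed to compound for 60 minutes, then stimulated 18 hours at 37 degrees C with anti-CD3/anti-CD4 beads plus anti-CD28.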
ATXN2 expr inh: ATXN2 expression inhibition; 360,000 tested, 0.72% active; AID 1745845; Potency, µM (titrated, usually from 57 µM), inactives show top-dose activity change, negative = inhibition, most hits filed as inhibitors; HEK-293 ATXN2-luciferase reporter, luminescence, 24 h; also: potency is read from the fitted curve at half-maximal effect; % is scaled to controls: 0 for no effect and ±100 for the full control effect; nearly all actives have a fitted effect of over 55% in size
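ATXN2-luciferase reporter cells (luciferase flanked by upstream and downstream ATXN2 gene portions) were treated 24 h at 37 °C with compounds at up to 57 uM. SteadyGlo luminescence gave expression; GF-AFC fluorescence gave viability.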
TGFb SMAD3 inh: TGF-b pathway inhibition | HepG2 CAGA-GFP TGF-b/SMAD3 reporter, GFP fluorescence, 18 h; TGF-beta stimulated, 500 pg/mL final | Potency, µM (titrated, usually from 46.1 µM), for the others: at the top dose activity, negative = inhibition, usual class: inhibitors | 410,000 tested, 1.2% active | AID 588855; also: potency is read from the fitted curve at half-maximal effect; % is scaled to controls: 0 for no effect and ±100 for the full control effect; nearly all actives have a fitted effect of over 65% in size
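Cell-based qHTS in HEPG2 carrying a CAGA-GFP Smad reporter; compounds added before 500 pg/mL final TGF-beta, 18 h incubation at 37 degrees C, GFP fluorescence quantified per cell by imaging cytometry.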
S2 tox: cell viability loss in ATXN counter-screen. S2 cells (HEK-293 line with an ATXN2-luciferase reporter) viability, CellTiter-Fluor protease fluorescence, 24 h. Potency, µM (top dose mostly 56.7 µM), usual class: cytotoxic. 400,000 tested, 0.49% active; also: potency is read from the fitted curve at half-maximal effect; nearly all actives have a fitted effect of over 40% in size
HepG2 tox: kills HepG2 cells in TGF-b inhibitor counter-screen | HepG2 CAGA-GFP viability, ATP luminescence, 18 h | Potency, µM (top dose mostly 46.1 µM), for the others: at the highest dose activity change, negative = cytotoxicity, usual class: cytotoxic | 410,000 tested, 0.76% active; also: potency is read from the fitted curve at half-maximal effect; some results filed as inactive show a strong effect at the top dose
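HepG2 CAGA-GFP cells (1000/well, DMEM with 1% FBS) received compound, then TGF-beta at 500 pg/mL final, and were incubated 18 hours at 37 degrees C. Viability was read by CellTiter-Glo luminescence. Media-only wells were set as complete cell-killing and DMSO as no toxicity.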
A549 viability: kills or reduces viability of A549 cells in Nrf2 counter-screen. AID 504648. Potency, µM (top dose mostly 46 µM), inactives show at the top dose activity change, negative = cytotoxicity, hits mostly inhibitors. 390,000 tested, 0.16% active. A549 ARE-Fluc cells, CellTiter-Fluor viability, 18-24 h; also: potency is read from the fitted curve at half-maximal effect; % is scaled to controls: 0 for no effect and ±100 for the full control effect
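A549 ARE_Fluc cells in 5% FBS OPTI-MEM were exposed to compounds in concentration-response for 18-24 h at 37 deg C. Viability was read by CellTiter-Fluor fluorescence (Ex 405/Em 525) after 30 min, before the luciferase read.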
Nrf2 ARE act: activators of Nrf2 (ARE) signaling; AREc32 ARE-luciferase reporter (MCF7-derived line), luminescence, 24 h; AID 624171; Potency, µM (series often up to 46.1 µM), inactives show top-dose activation, usual class: activators; 410,000 tested, 0.31% active; also: potency is read from the fitted curve at half-maximal effect; % of control where 0% means no effect; nearly all actives have a fitted effect of over 65% in size
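AREc32_Fluc, 1000 cells/well, OPTI-MEM + 5% FBS, o/n 37 deg C 5% CO2; 23 nL cpd by pin tool, 24 hr; Steady-Glo 30 min RT, luminescence.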
Nrf2 inh: inhibitors of Nrf2 signaling; A549 ARE-Fluc reporter, luciferase luminescence, 18-24 h; Potency, µM (series often up to 46 µM), for the others: at the top dose activity change, negative = inhibition, usual class: inhibitors; 360,000 tested, 2.1% active; AID 504444; also: potency is read from the fitted curve at half-maximal effect; % is scaled to controls: 0 for no effect and ±100 for the full control effect; nearly all actives have a fitted effect of over 60% in size
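Nrf2 function is reported as luminescence of an ARE-controlled luciferase in A549 cells. Compounds were tested at several concentrations, and a CellTiter-Fluor read on the same wells flagged cytotoxicity.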
An asterisk follows results filed as active; i = inactive; ? = inconclusive; / = not tested or not shown; & = joins results of further samples; [ ] = dose if it differs, or a comment. Unless noted, calls follow the shape of the dose curve; as a rule, active = well fitted curve in the direction sought with a large enough effect; inconclusive = small, poorly fitted or top-dose-only effect, or another doubt; inactive = no such curve, though single readings can be large; an effect the other way counts as inactive or inconclusive.

SMILES	EPAC2 agonist	IL2 activator	ATXN2 expr inh	TGFb SMAD3 inh	S2 tox	HepG2 tox	A549 viability	Nrf2 ARE act	Nrf2 inh
Cc1ccc(-n2nc(C)c3c(C)cc(=O)n(CC(=O)Nc4ccc(Br)cc4F)c32)cc1	/	/	13%	5%	i	-28%	4%	0.3%	?
O=C(Nc1ccc(F)c(S(=O)(=O)N2CCOCC2)c1)C1CCCCC1	-6%	-4.5	4%	0%	i	-1%	-5%	2.3%	-13%
COc1ccccc1Oc1ccc(NC(=O)c2ccccc2)cc1	-1%	0.3	15%	-1%	i	-7%	4%	-0.6%	-2%
O=C(NC(c1ccc2ccccc2n1)c1cccs1)C1CCN(Cc2cccc(C(F)(F)F)c2)CC1 (configuration not stated)	-5%	-0.9	0%	?	?	-33%	/	7.6%[9.22 µM]	/
COCCN(Cc1nc(-c2ccc(C(F)(F)F)cc2)no1)C(C)C	0%	0.8	-4%	-4%	i	-3%	1%	-0.6%	11%
COC(=O)c1cccc(S(=O)(=O)N2CCCC2)c1	1%	1.2	0%	5%	i	15%	-4%	1.9%	-17%
CC1(C(=O)Nc2ccc3nc[nH]c3c2)CCN1C(=O)C1(c2ccccc2)CCCC1 (configuration not stated)	3%	-0.3	15%	-2%	i	20%	/	-0.4%	/
COC(=O)c1[nH]nc2c1C(=O)N(Cc1ccccc1)C2=O	-14%	-0.1	-4%	0%	i	-6%	-13%	0.4%	-13%
CC(C)[C@H](NC(=O)c1ccco1)C(=O)OCC(=O)Nc1ccc(F)cc1	-4%	-0.9	-14%	5%	i	-36%	4%	0.0%	-12%
COc1cccc(C(=O)N2[C@H](COCc3ccccc3)C=CS2(=O)=O)c1	8%	0.7	-3%	-4%	i	-18%	/	19%	/
Cn1ncc2c(N3CCN(c4ccc(Cl)c(Cl)c4)CC3)ncnc21	6%	4.1	0.95µM*	?	i	-7%	1%	-0.4%	?
N#Cc1cccc(NC(=O)CN2NS(=O)(=O)c3ccccc3C2=O)c1	5%	0.4	-11%	2%	i	6%	-14%	0.8%	-17%
Cc1cc(C)c(CN2CCN(C(=O)Cn3cnc4c(OCc5ccccc5)ncnc43)CC2)c(C)c1	10%	-0.7	0%	13µM*	?	-23%	-14%	1.1%	3.7µM*
COc1cc2c(cc1OC)C(COc1ccccc1OC)N(C(=O)COc1ccc(Cl)cc1)CC2 (configuration not stated)	/	/	-25%	3%	i	-34%	-1%	1.4%	/
Cc1ccc(SCCC(=O)N2CCC(C(N)=O)CC2)cc1	7%	-2.0	8%	-4%	i	1%	-7%	-0.1%	2%
Cc1ccc(-n2c(C)cc(C(=O)CSc3n[nH]c(N)n3)c2C)cc1	4%	-3.6	44%[activator]	-30%	i	-4%	3%	0.4%	-24%
CC1Cc2cc(S(=O)(=O)NCCc3ccccc3)ccc2N1C(=O)C1CCC1 (configuration not stated)	/	/	?	?	i	-11%	13%	4.0%	?
CCOC(=O)c1cnc(-c2ccccc2)nc1N1CC(C)OC(C)C1 (configuration not stated)	5%	-0.2	/	0%	i	-4%	17%	2.6%	-5%
O=C(Nc1ccc(F)cc1F)c1ccc(-c2ccccc2)s1	/	/	35%[activator]	6%	i	-13%	0%	4.1%	?
C=CCNC(=O)c1cc(Cl)ccc1Cl	2%	1.9	2%	3%	i	-2%	-6%	-0.3%	9%
Cc1nn(-c2ccccc2)c(C)c1NC(=O)COC(=O)c1ccc(O)cc1O	4%	-3.1	13%	-9%	i	1%	-5%	0.0%	-13%
Cc1csc(NC(=O)c2cccc(S(=O)(=O)N3CCCCC3)c2)n1	10%	2.6	6%	-9%	i	-19%	-6%	2.5%	-13%
COc1ccc(C/C(C)=N/Nc2nc(C)cc(=O)[nH]2)cc1	6%	1.0	/	21%	i	-4%	7%	-0.8%	9%
CC(C)n1c(SCC(=O)N2c3ccccc3Sc3ccccc32)nc2c1c(=O)n(C)c(=O)n2C	16%	2.9	?	0%	?	-1%	-1%	-0.6%	?
CCc1ccc(NC(=O)CSc2nnc(SCC(=O)Nc3ccc(CC)cc3)n2N)cc1	0%	0.6	-16%	8%	i	-29%	-14%	-1.2%	-6%

4 entries from above, sorted by the number in IL2 activator, descending:
compound	IL2 activator
Cn1ncc2c(N3CCN(c4ccc(Cl)c(Cl)c4)CC3)ncnc21	4.1
C=CCNC(=O)c1cc(Cl)ccc1Cl	1.9
CCc1ccc(NC(=O)CSc2nnc(SCC(=O)Nc3ccc(CC)cc3)n2N)cc1	0.6
COc1ccccc1Oc1ccc(NC(=O)c2ccccc2)cc1	0.3

The main list resumes; the 2 compounds before the break are reprinted first.
SMILES	EPAC2 agonist	IL2 activator	ATXN2 expr inh	TGFb SMAD3 inh	S2 tox	HepG2 tox	A549 viability	Nrf2 ARE act	Nrf2 inh
CC(C)n1c(SCC(=O)N2c3ccccc3Sc3ccccc32)nc2c1c(=O)n(C)c(=O)n2C	16%	2.9	?	0%	?	-1%	-1%	-0.6%	?
CCc1ccc(NC(=O)CSc2nnc(SCC(=O)Nc3ccc(CC)cc3)n2N)cc1	0%	0.6	-16%	8%	i	-29%	-14%	-1.2%	-6%
O=c1cc(-c2ccccc2)nc(SCc2nc(-c3ccc(C(F)(F)F)cc3)no2)[nH]1	/	/	-4%	-7%	i	0%	-3%	0.0%	18%
Cc1cc2ccccc2n1CCNC(=O)c1ccc(S(=O)(=O)N2CCOCC2)cc1	9%	-2.0	-12%	-2%	i	1%	-3%	0.1%	-5%
CC(Oc1cccc(F)c1)C(=O)Nc1ccc(N2CCOCC2)cc1 (configuration not stated)	8%	-0.2	20%	4%	i	7%	0%	-0.2%	-12%
N#CC(c1ccccc1)c1ccc(C(=O)c2ccc(F)cc2)cc1 (configuration not stated)	-85%[inhibitor][15.6 µM]	-0.6	-24%	?	i	-4%	-10%	2.8%	?
CCOC(=O)C1(C)C=C(Nc2ccc(OCC)cc2)C(=O)N1c1ccccc1 (configuration not stated)	2%	-3.5	/	-8%	i	-12%	-6%	0.4%	-10%
N#CC1(NC(=O)CSc2nnc(Nc3ccccc3F)s2)CCCC1	-5%	6.1	23%	-8%	i	-4%	13%	3.9%	16%
CCCCN1CC[C@H]2C=CC[C@@H](C(=O)Nc3nccs3)[C@H]2C1=O	3%	-1.6	8%	?	i	14%&-57%	0%	-0.3%	7%
COc1ccc(C(=O)N/C(=C\c2cn(S(=O)(=O)N(C)C)c3ccccc23)C(=O)NCCN2CCOCC2)cc1	-3%	1.0	9%	-13%	i	-4%	-2%	2.2%	-1%
COCc1nnc(NC(=O)CSc2ccccc2)s1	-10%	-0.8	/	-3%	/	-5%	3%	-0.2%	2%
CCOC(=O)C1CCCN(c2c(NCCCN(C)c3ccccc3)c(=O)c2=O)C1 (configuration not stated)	0%	-3.1	1%	-7%	i	2%	-2%	-1.1%	10%
FC(F)Sc1ccc(NC2=NCCCCC2)cc1	3%	1.7	/	-7%	i	1%	1%	-1.3%	0%
O=C(NCCCc1ccccc1)Nc1ccccc1	-2%	-0.4	13%	27%	i	-5%	-4%	-0.3%	11%
CN(C)Cc1n[nH]c(=O)c2ccccc12	5%	-3.4	/	-10%	i	-9%	0%	-0.3%	-4%
Cc1ccc(OCCCCN(C)Cc2ccccc2)c(Br)c1	6%	-2.2	-35%	?	?	-85%	?	6.9%	1%
CCN(Cc1ccccc1)Cc1ccc(OCc2ccccc2)cc1	10%	0.2	/	-16%	i	-20%	2%	4.2%	4%
C[C@@H]1CCCCCCCCC(=O)OCCN(C(=O)OC(C)(C)C)[C@H](C)CCCCCCCCC(=O)OCCN(C(=O)OC(C)(C)C)[C@H](C)CCCCCCCCC(=O)OCCN(C(=O)OC(C)(C)C)[C@H](C)CCCCCCCCC(=O)OCCN1C(=O)OC(C)(C)C	6%	-0.3	-1%	-8%	i	-1%	7%	1.7%	13%
CC(C)CCn1c(COc2ccccc2)nn(CCC#N)c1=S	19%	-2.0	-12%	3%	i	-19%	9%	-0.6%	?
Fc1ccc(-n2c(-c3ccco3)n[nH]c2=S)cc1	1%	-1.3	1%	7%	i	4%	-3%	0.0%	-1%
Cc1cc(=O)[nH]c(SCC(=O)NNC(=O)Cc2ccccc2)n1	12%	1.0	-4%	-1%	i	-19%	2%	-0.9%	-26%
O=C(COC(=O)c1cc(Br)ccc1O)NNC(=O)c1cccs1	4%	0.4	-5%	?	i	-46%	0%	-0.1%	12%
O=C(Cn1c2ccccc2c2nc3n(c(=O)c21)CCS3)N1CCCC1	4%	-4.8	-6%	-8%	i	-3%	?	-0.1%	-13%
O=C(CSc1nnc(CNC(=O)c2c(F)cccc2Cl)o1)NC1CCCC1	4%	-4.5	0%	2%	i	-6%	-3%	-2.2%	3%
COc1ccc(NC(=O)c2sc3nc4c(cc3c2N)CN(Cc2ccccc2)CC4)c(OC)c1	/	/	/	-3%	/	-40%	-2%	1.3%	?
CC1(C)NC(=O)N(CC(=O)N2CCC(Cc3ccccc3)CC2)C1=O	6%	-2.4	-1%	15%	i	1%	-1%	0.4%	-22%
O=C(NCCc1ccccc1)C1CCC(CNS(=O)(=O)c2cccs2)CC1 (configuration not stated)	2%	0.0	-5%	4%	i	-6%	-7%	1.7%	-4%
Cc1nc2ccccn2c1/C(O)=C1\C(=O)C(=O)N(CCN2CCOCC2)C1c1cccnc1 (configuration not stated)	-3%	-0.1	7%	-23%	i	12%	0%	2.1%	?
Cc1ccc2nc(SCC(=O)Nc3ccc4c(c3)CCC4)[nH]c2c1	0%	-1.7	-1%	-16%	i	-18%	3%	4.5%	?
